CRFBP-R2 agonist – agonists of human CRF-binding protein/CRF-R2 receptor complex. HEK293 CRF-R2/CRF-BP, calcium dye fluorescence (FLIPR); percent of saturating CRF peptide response. activation, % at 13.2 µM. 0.46% of 350,000 active;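 active = activation of at least 50%, plus an integration ratio under a set limit after plate pattern correction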;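 note: plate controls were neutral control wells without compound for no effect and CRF at EC100 for full effect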
CHRM5 antagonist – CHRM5 antagonism in calcium assay. CHO-hM5 cells, Fluo-8 calcium fluorescence, ACh EC80. 0.59% of 360,000 active. P08912. inhibition, % at 3 µM. AID 624040;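 active = inhibition above a per-plate cutoff, the mean of that plate's test compounds plus 3 SD, cut at about 27% in these data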;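 note: 0% = acetylcholine EC80 with DMSO and 100% = DMSO without agonist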
Target sequence (P08912 whole entry, looked up): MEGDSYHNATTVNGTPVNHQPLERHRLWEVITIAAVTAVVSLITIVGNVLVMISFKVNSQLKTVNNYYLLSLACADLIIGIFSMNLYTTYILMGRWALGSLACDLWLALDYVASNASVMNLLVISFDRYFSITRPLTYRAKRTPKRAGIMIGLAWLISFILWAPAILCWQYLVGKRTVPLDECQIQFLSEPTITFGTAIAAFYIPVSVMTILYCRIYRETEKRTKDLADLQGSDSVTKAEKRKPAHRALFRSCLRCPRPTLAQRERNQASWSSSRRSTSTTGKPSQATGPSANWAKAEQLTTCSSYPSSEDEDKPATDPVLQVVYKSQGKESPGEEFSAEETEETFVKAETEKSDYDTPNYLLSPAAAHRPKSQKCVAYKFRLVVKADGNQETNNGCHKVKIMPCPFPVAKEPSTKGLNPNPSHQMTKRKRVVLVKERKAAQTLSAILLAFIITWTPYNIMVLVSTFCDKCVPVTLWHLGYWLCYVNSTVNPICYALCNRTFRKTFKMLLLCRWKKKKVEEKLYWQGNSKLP
CHRM5 PAM – positive allosteric modulators of human muscarinic M5 receptor. CHO-K1 hM5, Fluo-8 calcium, ACh EC20 PAM; 0% = ACh EC20, 100% = ACh EC100. activation, % at 3 µM. 0.3% of 360,000 active;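 active = activation above the run cutoff, the mean activation of all test compounds plus 3 SD, cut at about 18% in these data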
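Assay system: CHO-K1 hM5 cells. Also added: acetylcholine at EC20 concentration, added after compound. Dosing: 3 µM, single dose. Times: compound preincubation 140 s before EC20 acetylcholine addition. Signal: Fluo-8 calcium fluorescence. Measure: % activation relative to EC20 and EC100 ACh responses. Repeats: singlicate, one well per test compound.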
CHRM1 PAM – potentiates human M1 receptor response to acetylcholine; P11229; CHO-K1 hM1, Fluo-8 calcium fluorescence, ACh EC20; 0% = ACh EC20, 100% = maximal ACh; activation, % at 3 µM; 0.088% of 360,000 active; in the data active = activation above about 19%, passing the limit was not always enough
M4 ag – CHRM4 agonism in calcium assay. P08173. CHO-K1 hM4/Gqi5, Fluo-8 calcium fluorescence; vehicle 0%, full acetylcholine response 100%. activation, % at 3 µM. 0.14% of 360,000 active. AID 624127;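 active = activation above the run mean over all test wells plus 3 SD, cut at about 32% in these data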;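 note: peak over basal fluorescence ratio per well then scaled between controls; 0% = DMSO wells and 100% = acetylcholine at EC100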
Target sequence (P08173 whole entry, looked up): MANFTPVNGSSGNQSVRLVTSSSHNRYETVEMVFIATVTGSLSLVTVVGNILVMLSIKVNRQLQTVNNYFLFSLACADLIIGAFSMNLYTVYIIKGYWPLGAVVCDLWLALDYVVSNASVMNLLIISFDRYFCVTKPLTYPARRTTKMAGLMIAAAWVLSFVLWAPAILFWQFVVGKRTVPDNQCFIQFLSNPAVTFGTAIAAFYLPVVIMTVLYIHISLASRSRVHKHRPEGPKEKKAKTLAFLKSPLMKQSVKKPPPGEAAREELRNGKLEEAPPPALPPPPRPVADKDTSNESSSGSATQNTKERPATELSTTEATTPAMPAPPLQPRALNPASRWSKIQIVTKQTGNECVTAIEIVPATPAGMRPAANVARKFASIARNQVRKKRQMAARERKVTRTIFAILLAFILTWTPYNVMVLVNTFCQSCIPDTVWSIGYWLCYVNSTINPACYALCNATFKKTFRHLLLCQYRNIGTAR
M5 ag – agonists of human muscarinic M5 receptor (CHRM5) | CHO-K1 hM5 cells, Fluo-8 calcium fluorescence; 0% DMSO wells, 100% maximal acetylcholine response | AID 624037 | P08912 | activation, % at 3 µM | 0.19% of 360,000 active;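 active = activation above the run's mean over test compounds plus 3 SD, cut at about 23% in these data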;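 note: signal is peak over basal fluorescence ratio across the kinetic read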
CRFR2-BP antag – CRF-BP/CRF-R2 complex antagonism; HEK293 CRF-R2/CRF-BP, CRF-induced calcium fluorescence; inhibition, % at 11.8 µM; 0.59% of 350,000 active;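 active = inhibition of the ligand-induced calcium signal above about 50% at the single tested concentration, limit read from the data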
M4 antag – CHRM4 antagonism in calcium assay. 0.73% of 360,000 active. CHO-hM4 cells, ACh EC80, Fluo-8 calcium fluorescence. inhibition, % at 3 µM;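 active = inhibition above its plate's cutoff, the mean inhibition of sample wells plus 3 SD, cut at about 27% in these data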;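 note: 0% = acetylcholine EC80 with DMSO and 100% = DMSO without agonist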
M4 PAM – positive allosteric modulators of human muscarinic M4 receptor | CHO-K1 hM4/Gqi5, Fluo-8 calcium fluorescence, ACh EC20; 0% = ACh EC20, 100% = maximal ACh | AID 624126 | P08173 | 0.4% of 360,000 active | activation, % at 3 µM;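 active = activation above its plate's cutoff, the mean activation of sample wells plus 3 SD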; note: some results filed as inactive read as strong as hits
* marks the source's active call; other numbers are inactive results; i = inactive; nt = not tested or not shown.

CRFBP-R2 agonist,CHRM5 antagonist,CHRM5 PAM,CHRM1 PAM,M4 ag,M5 ag,CRFR2-BP antag,M4 antag,M4 PAM,SMILES
-1.4,-3,1,10,0,3,-5,3,15,CN(C)c1ncc(C(=O)O)cn1
-2.2,4,1,9,1,-1,16,5,-1,O=C(CSc1nnc2c(Cl)cc(Cl)cn12)NC1CCS(=O)(=O)C1 (stereo not given)
8.4,-3,-6,1,1,-6,-4,-24,8,CCN(CC)CCNC(=O)NC(=O)c1ccc(Cl)cc1
nt,4,2,nt,4,2,nt,1,3,COc1ccc(OC)c(CN2C(=O)c3ccccc3C2c2nnnn2Cc2ccccc2)c1 (stereo not given)
-2.5,-3,-3,3,1,-6,5,-16,8,CCOc1ccc(CCNC(=O)COC(=O)c2ccc(OC(C)C)cc2)cc1OCC
-1.7,12,-2,-7,2,0,7,4,-1,O=C(CN1C(=O)CCSc2ccccc21)Nc1ccc2c(c1)OCO2
-2.0,3,1,4,1,-4,3,-3,2,CCc1ccc(S(=O)(=O)NCc2csc(-c3ccccc3)n2)s1
-0.5,-2,6,9,2,4,-7,-8,8,Cc1ccc(C)c(OCC(=O)N2CCN(c3ncccn3)CC2)c1
-0.9,-10,-1,9,2,1,2,-4,-1,CC(=O)Cc1nsc(NC(=O)c2cccc(F)c2)n1
nt,0,-3,1,-2,-4,nt,-3,-6,CC1(C(=O)NCc2cccc(C(F)(F)F)c2)CCN1CCc1ccccc1 (stereo not given)
0.0,16,-5,13,1,-3,-15,-6,1,CC(C)Oc1ccc(C(CC(=O)O)NC(=O)C(Sc2ccccc2)c2ccccc2)cc1 (stereo not given)
0.9,4,-4,-2,-1,0,-7,1,-19,OCCN(Cc1ccccc1)Cc1ccc(Cl)cc1Cl
4.6,5,3,-5,1,-3,-24,-3,-12,CN(C)CCCNc1nc(-c2ccccc2)c2c(c1C#N)CC(C)(C)OC2
-5.4,16,-8,-7,14,-3,9,-1,-9,CCOc1ncccc1C(=O)Nc1cc(S(=O)(=O)N2CCOCC2)ccc1N1CCCC1
1.4,-5,13,6,1,1,-3,-4,12,Cc1ccc(S(=O)(=O)N[C@H](C(=O)N2CCC(C(=O)N3CCC[C@H]3C(=O)O)CC2)C(C)C)cc1
0.8,1,4,13,1,-1,3,-12,2,CCCCc1nc2cc(C(=O)NCc3cc(C)n(C)n3)ccc2o1
-1.9,-8,-1,4,0,-3,-9,-1,8,CN(C)c1nc2n(c(=S)n1)CCS2
1.4,1,-6,-2,4,-3,-1,-3,-3,O=C(CSc1ccc(Cl)cc1Cl)N1CCC(c2nc3ccccc3s2)CC1
-2.1,1,4,8,0,2,8,3,0,CN(C)c1ccc2c3c(ccc(N(C)C)c13)C(=O)OC2
-0.2,12,-10,-4,2,-3,-10,21,-5,COc1ccccc1N1CCN(/N=C/c2cc(OC)c(O)c(OC)c2)CC1
0.4,1,-19,12,3,1,20,2,-2,c1ccc(-n2nc3c(ccc4cnnc43)[nH]2)cc1
-0.9,2,-5,0,3,0,-8,-5,3,CC1(C)CC(=O)C2=C(C1)OC(N)=C(C#N)C2c1ccccc1OC(=O)N1CCOCC1 (stereo not given)
10,2,13,-6,3,1,-2,-3,17,COc1cc(/C=N/NC(=O)c2ccncc2)ccc1OC(=O)c1ccc([N+](=O)[O-])cc1
-0.2,1,3,10,1,-3,-4,-1,15,O=C(NCCCN1CCOCC1)c1sc2ccccc2c1Cl
-1.1,7,-13,2,11,2,4,9,-7,CC(C)Cn1c(N)c(C(=O)COC(=O)C2Cc3ccccc3CN2S(C)(=O)=O)c(=O)n(C)c1=O (stereo not given)
2.0,-1,-2,3,0,-2,-20,-2,2,Cc1ccc(NC(=O)NC(=O)CSc2nnc(-c3ccc(OC(F)F)cc3)n2N)c(C)c1
-1.1,-6,0,1,0,-1,-5,4,-4,Cc1nc(-c2ccccc2O)n(-c2ccccc2)n1
-0.8,8,2,-4,-2,-5,3,-6,14,Cc1occc1C(=O)Nc1ccc2c(c1)CCC2
-0.9,2,-7,-9,4,4,9,9,-8,CCOc1ccc(NS(=O)(=O)c2ccc3[nH]c(=O)oc3c2)cc1
0.2,12,0,4,0,-5,9,3,-1,Cc1nnc(SCc2nc3ccccc3s2)n1N
-0.3,3,-3,9,0,0,3,-3,-3,COc1cccc2cc(-c3cn4cccc(C)c4n3)c(=O)oc12
-1.1,8,-4,-1,2,3,-2,-2,-1,COc1ccc(-c2c(C#Cc3ccsc3)c3cc(-c4ccc(C(N)=O)cc4)ccc3n2C)cc1
-1.5,2,3,11,3,-1,-11,-4,4,CN(C)C(=O)CCSc1nnc(-c2ccco2)o1
-6.0,19,-5,1,2,-2,1,-5,-2,N#Cc1ccccc1S(=O)(=O)N1CCN(C(=O)C2CC(=O)N(c3ccc4c(c3)OCCO4)C2)CC1 (stereo not given)
nt,-7,-3,-2,1,-1,nt,-14,0,Cc1ccc(NC(=O)Nc2nnc([C@@H]3C[C@H](O)[C@@H](CO)O3)s2)cc1
0.1,-1,1,3,1,-1,7,-30,16,C[C@H](NC(=O)[C@H]1N2C(=O)c3ccccc3C2SC1(C)C)C(=O)N1CCC[C@H]1CO (stereo not given in full)
1.2,9,-4,9,1,-2,10,8,-3,COCCn1nnnc1CN1CCC(NC(=O)c2ccc(Br)cc2)CC1
-0.3,5,12,7,1,1,-6,-4,13,Cc1ccc(S(=O)(=O)N2CCN(c3nn(C)c(=O)n(C)c3=O)CC2)cc1C
2.6,-8,2,1,1,-2,-4,-17,12,CC(C)CN(CCNC(=O)CN1C(=O)COc2ccc(S(=O)(=O)N3CCC(C)CC3)cc21)CC(C)C
-1.1,3,-7,4,0,0,-4,-20,5,O=C(CCNC(=O)c1ccccc1)NNC(=O)COc1ccccc1Cl
-0.2,5,-3,13,0,0,-2,-2,7,Cc1cc(C)cc(C(=O)NCC(=O)N(C)CCOc2ccccc2)c1
-0.1,6,-6,6,3,-2,-15,2,-1,COCC(C)NC(=O)CCSc1nc(-c2ccc(OC)cc2)cc(C(F)(F)F)n1 (stereo not given)
nt,0,6,nt,1,3,nt,-5,4,CO[C@@H]1CN(C)C(=O)c2cc(NC(=O)C3CC3)ccc2OC[C@H](C)N(C(=O)CN2CCOCC2)C[C@@H]1C
-0.4,0,-3,-1,0,2,7,-2,8,Cc1ccc(NC(=O)c2cc(S(=O)(=O)N3CCOCC3)ccc2F)c(C)c1
0.1,3,-10,-22,1,-7,-7,14,-28,Cn1c(-c2ccc3c(c2)OCO3)cnc1NCc1ccc(Cl)cc1
0.2,-11,5,0,0,-3,21,-7,12,CCSc1ccccc1C(=O)NCc1ccc(OC)cc1
1.3,6,-4,4,2,0,-8,3,-6,O=C(NCCc1ccccc1)c1n[nH]c2ccccc12
-1.0,8,-3,2,1,-3,3,9,-5,Cc1[nH]nc(SCC(=O)N(C)c2ccccc2)c1[N+](=O)[O-]
2.0,13,-9,-1,20,4,-8,-5,-10,CN(CC(=O)Nc1ccc(N2CCOCC2)cc1)CC(=O)Nc1ccc(C(F)(F)F)cc1
-2.0,2,-4,8,1,0,-26,0,-1,CCOc1ccc(C2=Nc3ccc(Br)cc3C(c3ccc(N4CCOCC4)cc3)=NN2)cc1
-2.5,1,1,7,1,0,-5,6,4,Cc1cc(N)ccc1NC(=O)c1ccccc1
865,13,-8,-16,39*,32*,i,13,-9,Cn1c(=O)c(NCCO)c2c3c(cccc31)C(=O)c1ccccc1-2
-0.9,-7,9,14,1,1,-12,2,13,CC(=O)Nc1ccc(N2CCN(Cc3ccccc3F)CC2)cc1
-0.1,5,-4,-5,2,0,-2,1,-4,COc1ccccc1NC(=O)CSc1nc2ccccc2c(=O)n1CC1CCCO1 (stereo not given)
-1.0,2,-5,-8,1,1,10,6,-4,COc1cccc(Nc2ncnc3ccccc23)c1
-4.0,-1,-1,0,3,2,-16,-1,-6,CCOC(=O)Nc1ccc(N2CCOCC2)c(S(=O)(=O)Nc2ccc(Cl)cc2)c1
nt,3,-3,nt,6,-1,nt,-5,0,CN(C)CCN(Cc1ccccc1)C(c1cc2ccccc2o1)c1nnnn1C(C)(C)C (stereo not given)
4.4,5,-8,2,5,-1,3,-13,-1,O=C(CC(n1cncn1)C(Cl)(Cl)Cl)c1ccc([N+](=O)[O-])cc1 (stereo not given)
-0.2,2,5,9,0,2,-2,-6,2,Cc1cccc(-n2ccnc2SCC(=O)O)c1C
1.4,-3,-14,-18,5,-4,3,-2,-11,Cc1cc(C)c(-c2csc(NC(=O)CCCc3nc4ccccc4c(=O)[nH]3)n2)c(C)c1

Record cards, from the list above. Values in the order: CRFBP-R2 agonist, CHRM5 antagonist, CHRM5 PAM, CHRM1 PAM, M4 ag, M5 ag, CRFR2-BP antag, M4 antag, M4 PAM
`Cc1nc(-c2ccccc2O)n(-c2ccccc2)n1` is listed with -1.1, -6, 0, 1, 0, -1, -5, 4, -4
`O=C(CSc1ccc(Cl)cc1Cl)N1CCC(c2nc3ccccc3s2)CC1` is listed with 1.4, 1, -6, -2, 4, -3, -1, -3, -3
`CN(C)c1ccc2c3c(ccc(N(C)C)c13)C(=O)OC2` is listed with -2.1, 1, 4, 8, 0, 2, 8, 3, 0
`Cn1c(=O)c(NCCO)c2c3c(cccc31)C(=O)c1ccccc1-2` is listed with 865, 13, -8, -16, 39*, 32*, i, 13, -9

New compounds follow
CRFBP-R2 agonist,CHRM5 antagonist,CHRM5 PAM,CHRM1 PAM,M4 ag,M5 ag,CRFR2-BP antag,M4 antag,M4 PAM,SMILES
3.1,8,-2,20,3,5,1,4,14,NS(=O)(=O)c1cccc(NC(=O)COC(=O)c2ccccc2SCC(=O)N2CCCC2)c1
-1.6,8,-5,5,14,8,17,-3,-6,COc1cc(C)ccc1OCCOCCOc1cccc2ccc(C)nc12
-2.3,12,5,2,1,-1,8,-7,4,CNC(=S)N/N=C/c1ccc(N2CCOCC2)s1
nt,-1,3,-8,0,0,nt,-3,-2,CCOC(=O)C1CCCN(C(=O)c2cc(F)cc(F)c2)CC1 (stereo not given)
-3.3,0,-2,10,0,-3,10,1,-1,Cn1cc([N+](=O)[O-])cc1-c1nc2ccccc2n1C
0.3,3,1,14,1,-2,2,4,3,COCc1cc(C)nc2sc(C(=O)Nc3cccc(OC)c3)c(N)c12
14,4,-4,-1,3,0,14,-16,-9,CCN(CC)S(=O)(=O)c1ccc(C(=O)NNc2nc(-c3ccccc3)c3cc(Br)ccc3n2)cc1
3.8,6,-3,-3,0,3,-18,6,9,CCN(CC)c1nc(-c2nn[nH]n2)nc(N(CC)CC)n1
-2.3,6,-7,-4,7,3,-2,-8,2,COc1cccc(CC(NC(C)=O)C(=O)NC2CCN(c3c(Cc4ccccc4)c(C)nc4ncnn34)CC2)c1OC (stereo not given)
-0.2,4,3,11,0,0,46,0,7,Cc1cc([N+](=O)[O-])nn1CCCC(=O)Nc1cc(Oc2ccc(F)cc2)cc([N+](=O)[O-])c1
-4.6,1,-1,5,0,-3,45,0,-3,O=c1c(-c2ccnn2-c2ccc(F)cc2)cnc2n1CCS2

Rewritten tab-delimited: 2 of the compounds above.
SMILES	CRFBP-R2 agonist	CHRM5 antagonist	CHRM5 PAM	CHRM1 PAM	M4 ag	M5 ag	CRFR2-BP antag	M4 antag	M4 PAM
CCN(CC)S(=O)(=O)c1ccc(C(=O)NNc2nc(-c3ccccc3)c3cc(Br)ccc3n2)cc1	14	4	-4	-1	3	0	14	-16	-9
Cn1cc([N+](=O)[O-])cc1-c1nc2ccccc2n1C	-3.3	0	-2	10	0	-3	10	1	-1

Screens: PubChem BioAssay, several laboratories
